Compound activity (PubChem BioAssay)
aDG glyco up = alpha-DG glycosylation activation | Pro5-aDG cells, alpha-DG glycosylation AlphaScreen (IIH6); 0% Pro5, 100% B10-LARGE cell signal | activation, % at 10 µM | 360,000 compounds, 0.22% hits | AID 624168;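 active = activation of at least 8% versus controls, or a plate z-score of at least 8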;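 note: Pro5 are CHO cells carrying HIG-tagged alpha-DG that lacks glycosylation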
iPSC survival up = increases survival of single human iPS cells; survival enhancement, % at 20 µM; AID 602274; hiPSC single-cell survival, ATPlite luminescence; 100% = ROCK inhibitor wells, 0% = DMSO; 360,000 compounds, 0.044% hits; in the data active = survival enhancement above about 18%;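 note: cells exposed to compounds for 16 hours before the ATP read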
MC4R barr agon = human MC4R agonism via beta-arrestin | P32245 | U2OS MC4R beta-arrestin complementation, luminescence; percent of melanotan II response, DMSO zero | activation, % at 8.9 µM | 360,000 compounds, 0.98% hits | AID 540308;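 active = activation above a per-plate cutoff, the mean activation of sample wells on that plate plus 3 SD, cut at about 8% in these data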
Target sequence (P32245 whole entry, looked up): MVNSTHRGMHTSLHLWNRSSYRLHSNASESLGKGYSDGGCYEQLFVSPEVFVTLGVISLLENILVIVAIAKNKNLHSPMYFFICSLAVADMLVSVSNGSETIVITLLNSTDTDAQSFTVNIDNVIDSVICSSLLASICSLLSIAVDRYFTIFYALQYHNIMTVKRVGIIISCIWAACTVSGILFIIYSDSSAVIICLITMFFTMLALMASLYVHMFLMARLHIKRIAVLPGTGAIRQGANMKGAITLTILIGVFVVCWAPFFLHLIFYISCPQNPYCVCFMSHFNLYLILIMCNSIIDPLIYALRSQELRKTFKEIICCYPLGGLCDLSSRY
Exocytosis inh = lytic granule exocytosis inhibition | TALL-104 LAMP-1 surface exposure, flow cytometry; cells stimulated with thapsigargin and PMA | inhibition, % at 10 µM | 360,000 compounds, 0.66% hits;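 active = inhibition above about 55%, limit read from the data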
ABCB6 inh 2 = inhibitors of human ABC transporter ABCB6; Q9NP58; K562-ABCB6 porphyrin accumulation, flow cytometry, 1 h; stronger effect = lower value; fluorescence ratio to DMSO, % at 10 µM; 360,000 compounds, 0.19% hits; AID 602162;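 active = fluorescence ratio to DMSO below 75%, the collection mean minus 3 SD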;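 note: signal is porphyrin accumulated inside mitochondria; 100% equals median channel fluorescence of DMSO control wells; lower ratio means ABCB6 inhibition with less porphyrin fluorescence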
N-glyco inh = blocks N-linked glycosylation in D54 reporter cells | reporter increase, % at 12.5 µM | D54 ERlucT glycosylation luciferase reporter, 24 h; percent of 100 nM tunicamycin response | 360,000 compounds, 0.23% hits;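 active = mean luciferase reporter signal, scaled so untreated is 0 and the glycosylation-blocking control 100, at or above a set limit in every replicate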;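 note: luciferase carries N-glycosylation sites so blocking glycosylation raises the light; 0% = median of neutral control wells and 100% = median of 100 nM tunicamycin wells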
MC4R antag cAMP = antagonists of human melanocortin 4 receptor (MC4R). 360,000 compounds, 0.48% hits. inhibition, % at 6.5 µM. AID 540295. P32245. MC4R-expressing cells, MTII-stimulated cAMP, LANCE TR-FRET;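 active = inhibition above its plate's cutoff, the mean of tested wells on that plate plus 3 SD, cut at about 29% in these data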;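 note: 0% = Melanotan II alone and 100% = Melanotan II plus saturating MCL0020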
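material = U2OS cells stably expressing human melanocortin 4 receptor (MC4R) | also added = Melanotan II challenge | dosing = single nominal compound dose of 6.5 µM | detection = TR-FRET with Eu-cAMP and labeled anti-cAMP, 671 nm | replication = singlicate | timing = compound 30 min, challenge 1 h, detection 1 h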
m5-HT2A agonist = mouse HTR2A agonism via beta-arrestin recruitment; P35363; CHO-K1 mHTR2A beta-arrestin complementation, luminescence; percent of 30 µM serotonin response; activation, % at 7.6 µM; 360,000 compounds, 0.66% hits; AID 624169;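 active = activation above a run cutoff, the mean activation of all tested compounds plus 3 SD, cut at about 14% in these data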;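 note: 0% = plate median of compound wells and 100% = 30 µM serotonin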
Target sequence (P35363 whole entry, looked up): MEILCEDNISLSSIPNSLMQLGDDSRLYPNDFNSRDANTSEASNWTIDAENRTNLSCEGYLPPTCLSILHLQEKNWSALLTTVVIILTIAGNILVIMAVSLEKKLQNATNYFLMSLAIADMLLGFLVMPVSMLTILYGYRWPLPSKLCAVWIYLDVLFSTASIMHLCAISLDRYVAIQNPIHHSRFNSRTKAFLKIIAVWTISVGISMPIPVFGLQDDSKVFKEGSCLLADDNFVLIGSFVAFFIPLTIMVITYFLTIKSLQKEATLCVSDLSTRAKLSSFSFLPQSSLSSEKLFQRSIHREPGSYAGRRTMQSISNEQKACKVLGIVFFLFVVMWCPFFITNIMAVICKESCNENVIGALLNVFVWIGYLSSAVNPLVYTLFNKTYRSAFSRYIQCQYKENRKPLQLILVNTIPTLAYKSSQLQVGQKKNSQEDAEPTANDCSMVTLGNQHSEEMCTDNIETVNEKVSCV
ABHD5-PLIN5 inh = blocks binding of human ABHD5 to perilipin-5 | Split G. princeps luciferase complementation, luminescence, 4 h | inhibition, % at 4 µM | 360,000 compounds, 0.78% hits | AID 602281;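 active = inhibition above the mean inhibition across every tested compound plus 3 SD, cut at about 22% in these data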;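 note: 0% = DMSO only wells and the 100% control is not disclosed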
H9c2 protect = protects H9c2 cardiomyocytes from peroxide injury; H2O2 injury protection, ATPLite, 2 h; protection from H2O2 cell death, % at 20 µM; 360,000 compounds, 0.63% hits; AID 588492;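 active = compounds giving at least 50% protection of heart cells from peroxide-induced death in the single-dose screen, raw or plate-pattern-corrected value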;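 note: 0% = DMSO wells with peroxide and 100% = DMSO wells without peroxide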
The depositor's hits bear a star.

What do the screens show for `Cc1nnc(SCc2ccccc2)n(N)c1=O`?
aDG glyco up: -0.3; iPSC survival up: -1.7; MC4R barr agon: 0.4; Exocytosis inh: 4; ABCB6 inh 2: 99; N-glyco inh: 3; MC4R antag cAMP: 13; m5-HT2A agonist: 0; ABHD5-PLIN5 inh: 2; H9c2 protect: 0

What do the screens show for `Cc1ccc(C(=O)Nc2ccc3c(c2)C(=O)N(CC2CCCO2)C3=O)cc1` (stereo not drawn)?
aDG glyco up: -0.1; iPSC survival up: -0.2; MC4R barr agon: 0.4; Exocytosis inh: -2; ABCB6 inh 2: 94; N-glyco inh: 2; MC4R antag cAMP: 11; m5-HT2A agonist: 4; ABHD5-PLIN5 inh: -6; H9c2 protect: -8

What do the screens show for `Cc1cc(C)n2nc(SCC(=O)Nc3ccc(F)c(F)c3F)nc2n1`?
aDG glyco up: 0.1; iPSC survival up: 0.2; MC4R barr agon: -2.2; Exocytosis inh: -1; ABCB6 inh 2: 99; N-glyco inh: 0; MC4R antag cAMP: -12; m5-HT2A agonist: -5; ABHD5-PLIN5 inh: 2; H9c2 protect: 1

Results for O=C(NCC(c1ccco1)N1CCc2ccccc21)c1ccccc1Cl (stereo not drawn) ?
aDG glyco up: 0.1; iPSC survival up: 0.2; MC4R barr agon: -0.9; Exocytosis inh: 2; ABCB6 inh 2: 95; N-glyco inh: -2; MC4R antag cAMP: 2; m5-HT2A agonist: 0; ABHD5-PLIN5 inh: -1; H9c2 protect: -2

What do the screens show for `CCn1c(SCC(=O)Nc2ccc3c(c2)OCCO3)nnc1C(C)C`?
aDG glyco up: 0.0; iPSC survival up: -0.4; MC4R barr agon: -1.7; Exocytosis inh: 1; ABCB6 inh 2: 88; N-glyco inh: 8; MC4R antag cAMP: 13; m5-HT2A agonist: 4; ABHD5-PLIN5 inh: -2; H9c2 protect: 3

Results for Cc1cccc(OC(C)C(=O)OCC(=O)Nc2sccc2C(N)=O)c1 (stereo not drawn) ?
aDG glyco up: -0.3; iPSC survival up: -0.5; MC4R barr agon: 0.3; Exocytosis inh: 6; ABCB6 inh 2: 104; N-glyco inh: 1; MC4R antag cAMP: 13; m5-HT2A agonist: 6; ABHD5-PLIN5 inh: -6; H9c2 protect: -18

Results for COC(=O)C1=NN(C(=O)c2cccc(Br)c2)C(O)(c2ccc(Cl)cc2)C1 (stereo not drawn) ?
aDG glyco up: -0.8; iPSC survival up: -0.3; MC4R barr agon: -4.9; Exocytosis inh: 4; ABCB6 inh 2: 101; N-glyco inh: 0; MC4R antag cAMP: -4; m5-HT2A agonist: -1; ABHD5-PLIN5 inh: -2; H9c2 protect: 8

How did Brc1cc2c(cc1-c1nc3ccccc3s1)OCO2 do in these assays?
aDG glyco up: 0.1; iPSC survival up: -0.5; MC4R barr agon: 15*; Exocytosis inh: 12; ABCB6 inh 2: 94; N-glyco inh: 1; MC4R antag cAMP: 8; m5-HT2A agonist: -13; ABHD5-PLIN5 inh: -4; H9c2 protect: -7

What do the screens show for `Cc1cc(N2CCN(C)CC2)nc2ccc(NC(=S)NCCCN3CCN(C)CC3)cc12`?
aDG glyco up: 0.1; iPSC survival up: 0.1; MC4R barr agon: -1.1; Exocytosis inh: 1; ABCB6 inh 2: 98; N-glyco inh: -1; MC4R antag cAMP: 6; m5-HT2A agonist: -2; ABHD5-PLIN5 inh: 1; H9c2 protect: -7

What do the screens show for `O=C(Cc1c(F)cccc1Cl)Nc1ncc([N+](=O)[O-])s1`?
aDG glyco up: 0.0; iPSC survival up: 2.4; MC4R barr agon: -2.7; Exocytosis inh: 1; ABCB6 inh 2: 98; N-glyco inh: -4; MC4R antag cAMP: 15; m5-HT2A agonist: 3; ABHD5-PLIN5 inh: 4; H9c2 protect: -20

Results for N/C(=N\OC(=O)c1ccco1)c1cccc(Br)c1 ?
aDG glyco up: -0.2; iPSC survival up: -3.1; MC4R barr agon: 0.5; Exocytosis inh: -4; ABCB6 inh 2: 87; N-glyco inh: -6; MC4R antag cAMP: -3; m5-HT2A agonist: 1; ABHD5-PLIN5 inh: -9; H9c2 protect: -8

What do the screens show for `C/C(=N/NC(=O)COc1cc(C)ccc1C(C)C)C(=O)O`?
aDG glyco up: 0.5; iPSC survival up: -0.1; MC4R barr agon: 1.6; Exocytosis inh: 3; ABCB6 inh 2: 99; N-glyco inh: 2; MC4R antag cAMP: -3; m5-HT2A agonist: 7; ABHD5-PLIN5 inh: 2; H9c2 protect: 8

How did COc1cnn(-c2ccc(Br)cc2)c(=O)c1SCc1ccccc1 do in these assays?
aDG glyco up: 0.3; iPSC survival up: -0.5; MC4R barr agon: 2.8; Exocytosis inh: 52; ABCB6 inh 2: 102; N-glyco inh: -1; MC4R antag cAMP: 4; m5-HT2A agonist: -6; ABHD5-PLIN5 inh: -7; H9c2 protect: 2

How did COc1ccc(C)cc1NC(=O)CSCc1ccccc1C do in these assays?
aDG glyco up: 0.2; iPSC survival up: -0.1; MC4R barr agon: 1.2; Exocytosis inh: -5; ABCB6 inh 2: 100; N-glyco inh: -1; MC4R antag cAMP: 5; m5-HT2A agonist: -3; ABHD5-PLIN5 inh: 3; H9c2 protect: 3

How did Cc1ccc(NC(=O)C(C)N=C2NS(=O)(=O)c3ccccc32)cc1F (stereo not drawn) do in these assays?
aDG glyco up: -0.1; iPSC survival up: -0.2; MC4R barr agon: -1.7; Exocytosis inh: -3; ABCB6 inh 2: 95; N-glyco inh: 2; MC4R antag cAMP: 19; m5-HT2A agonist: -2; ABHD5-PLIN5 inh: 3; H9c2 protect: -4

What do the screens show for `CCOc1ccc(S(=O)(=O)N2CCN(CC(O)COc3cccc([N+](=O)[O-])c3)CC2)cc1` (stereo not drawn)?
aDG glyco up: 0.3; iPSC survival up: -0.4; MC4R barr agon: -0.1; Exocytosis inh: 27; ABCB6 inh 2: 93; N-glyco inh: 7; MC4R antag cAMP: -2; m5-HT2A agonist: 1; ABHD5-PLIN5 inh: -3; H9c2 protect: -6

Results for Cc1ccc([C@@H]2CC=C(C(=O)O)[C@H](c3ccc(Cl)cc3)N2S(=O)(=O)c2ccc(C)cc2)cc1 ?
aDG glyco up: 0.2; iPSC survival up: 2.1; MC4R barr agon: 0.2; Exocytosis inh: -2; ABCB6 inh 2: 103; N-glyco inh: -2; MC4R antag cAMP: 7; m5-HT2A agonist: 3; ABHD5-PLIN5 inh: -8; H9c2 protect: -1

Results for CN(C(=O)COC(=O)c1cncc(Br)c1)C1CCS(=O)(=O)C1 (stereo not drawn) ?
aDG glyco up: -0.1; iPSC survival up: 0.4; MC4R barr agon: -0.5; Exocytosis inh: -1; ABCB6 inh 2: 101; N-glyco inh: -1; MC4R antag cAMP: 6; m5-HT2A agonist: 4; ABHD5-PLIN5 inh: 2; H9c2 protect: -1

How did CCOc1ccc(CN(C)C(=O)CNC(=O)c2sc3ccccc3c2Cl)cc1 do in these assays?
aDG glyco up: -0.1; iPSC survival up: -0.3; MC4R barr agon: -2.5; Exocytosis inh: -3; ABCB6 inh 2: 95; N-glyco inh: 1; MC4R antag cAMP: 6; m5-HT2A agonist: 1; ABHD5-PLIN5 inh: 4; H9c2 protect: -10

How did Cc1ccc(NS(=O)(=O)c2ccc(CCC(=O)N3CCCC3)cc2)cc1 do in these assays?
aDG glyco up: 1.2; iPSC survival up: 2.6; MC4R barr agon: 0.4; Exocytosis inh: -5; ABCB6 inh 2: 100; N-glyco inh: -3; MC4R antag cAMP: 11; m5-HT2A agonist: -3; ABHD5-PLIN5 inh: -5; H9c2 protect: -2

Results for CCOC(=O)c1c(C)[nH]c(C)c1S(=O)(=O)NCCCN1CCOCC1 ?
aDG glyco up: 0.0; iPSC survival up: -0.6; MC4R barr agon: -0.7; Exocytosis inh: 0; ABCB6 inh 2: 95; N-glyco inh: 0; MC4R antag cAMP: 2; m5-HT2A agonist: 10; ABHD5-PLIN5 inh: 2; H9c2 protect: 2

How did Cc1ccc(O)c(C(=O)CC(=O)c2cccc(F)c2)c1 do in these assays?
aDG glyco up: 3.3; iPSC survival up: 1.5; MC4R barr agon: 3.5; Exocytosis inh: -11; ABCB6 inh 2: 95; N-glyco inh: 1; MC4R antag cAMP: 3; m5-HT2A agonist: 2; ABHD5-PLIN5 inh: 1; H9c2 protect: 10

What do the screens show for `CN(CC(=O)Nc1ccc(Cl)c(Cl)c1)CC(=O)Nc1ccc2c(c1)OCO2`?
aDG glyco up: 0.0; iPSC survival up: 0.0; MC4R barr agon: -0.4; Exocytosis inh: 10; ABCB6 inh 2: 92; N-glyco inh: 4; MC4R antag cAMP: 7; m5-HT2A agonist: -1; ABHD5-PLIN5 inh: 2; H9c2 protect: -18

Results for CCOC(=O)N1CCN(C(=O)COC(=O)Cc2ccc(Cl)cc2)CC1 ?
aDG glyco up: 0.0; iPSC survival up: 0.8; MC4R barr agon: 1.2; Exocytosis inh: -13; ABCB6 inh 2: 104; N-glyco inh: 0; MC4R antag cAMP: -1; m5-HT2A agonist: -7; ABHD5-PLIN5 inh: -10; H9c2 protect: 5

How did CC(C)COCc1ccc(O)c2ncccc12 do in these assays?
aDG glyco up: 0.2; iPSC survival up: 0.0; MC4R barr agon: -3.0; Exocytosis inh: -1; ABCB6 inh 2: 87; N-glyco inh: -8; MC4R antag cAMP: 1; m5-HT2A agonist: -2; ABHD5-PLIN5 inh: 2; H9c2 protect: 30

Results for CN(C)c1cccc(C(=O)NNC(=O)CSc2ccccc2)c1 ?
aDG glyco up: -0.2; iPSC survival up: 0.1; MC4R barr agon: -1.7; Exocytosis inh: 5; ABCB6 inh 2: 88; N-glyco inh: 1; MC4R antag cAMP: 8; m5-HT2A agonist: -1; ABHD5-PLIN5 inh: -8; H9c2 protect: 0

What do the screens show for `COc1ccc(S(=O)(=O)N2CCOCC2)cc1Br`?
aDG glyco up: -0.1; iPSC survival up: -0.1; MC4R barr agon: -1.7; Exocytosis inh: -2; ABCB6 inh 2: 95; N-glyco inh: 1; MC4R antag cAMP: 1; m5-HT2A agonist: -4; ABHD5-PLIN5 inh: 3; H9c2 protect: -11

How did COc1cc(NC(=O)CCc2c(C)[nH]c(=O)c(C#N)c2C)cc(OC)c1 do in these assays?
aDG glyco up: -0.1; iPSC survival up: -0.6; MC4R barr agon: 1.4; Exocytosis inh: -4; ABCB6 inh 2: 97; N-glyco inh: 2; MC4R antag cAMP: 14; m5-HT2A agonist: -1; ABHD5-PLIN5 inh: 2; H9c2 protect: -2

How did C/C(=C(/NC(=O)c1ccccc1)C(=O)O)c1ccco1 do in these assays?
aDG glyco up: -0.2; iPSC survival up: 2.4; MC4R barr agon: -1.6; Exocytosis inh: -4; ABCB6 inh 2: 95; N-glyco inh: 5; MC4R antag cAMP: 2; m5-HT2A agonist: 1; ABHD5-PLIN5 inh: 8; H9c2 protect: 2

What do the screens show for `Oc1cc(NCc2ccc(F)cc2)cc2cccnc12`?
aDG glyco up: 2.2; iPSC survival up: -0.2; MC4R barr agon: 0.4; Exocytosis inh: 3; ABCB6 inh 2: 94; N-glyco inh: 16; MC4R antag cAMP: 0; m5-HT2A agonist: 2; ABHD5-PLIN5 inh: 9; H9c2 protect: -15
